HEK293 viab: reduces viability of HEK-293 SNCA reporter cells. HEK-293-SNCA-luc viability, GF-AFC fluorescence, 24 h. 150,000 tested, 0.12% active. AID 1671193. Potency, µM (series often up to 57.1 µM), for the others: top-dose activity change, negative = cytotoxicity, usual class: cytotoxic;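 note: potency is the fitted concentration of half-maximal effect; 0% = DMSO-treated cells and -100% = medium-only wells without cells; nearly all actives have a fitted effect of over 30% in size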
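Cytotoxicity counterscreen: after 24 h compound treatment of genome-edited SNCA-luciferase HEK-293 cells, live-cell protease substrate GF-AFC read by fluorescence after 30 min; activity scaled between DMSO (0%) and medium-only (-100%), curves Hill-fitted.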
GPT2 inh: inhibitors of human GPT2 alanine aminotransferase | Q8TD30 | Recombinant GPT2, coupled pyruvate oxidase/HRP Amplex Red fluorescence | Potency, µM (doses to about 57.7 µM), for inactives: top-dose activity change, negative = inhibition, hits mostly inhibitors | 100,000 tested, 0.25% active; note: potency is the fitted concentration of half-maximal effect; nearly all actives have a fitted effect of over 60% in size; many of its hits are not listed in these tables
Target sequence (Q8TD30 whole entry, looked up): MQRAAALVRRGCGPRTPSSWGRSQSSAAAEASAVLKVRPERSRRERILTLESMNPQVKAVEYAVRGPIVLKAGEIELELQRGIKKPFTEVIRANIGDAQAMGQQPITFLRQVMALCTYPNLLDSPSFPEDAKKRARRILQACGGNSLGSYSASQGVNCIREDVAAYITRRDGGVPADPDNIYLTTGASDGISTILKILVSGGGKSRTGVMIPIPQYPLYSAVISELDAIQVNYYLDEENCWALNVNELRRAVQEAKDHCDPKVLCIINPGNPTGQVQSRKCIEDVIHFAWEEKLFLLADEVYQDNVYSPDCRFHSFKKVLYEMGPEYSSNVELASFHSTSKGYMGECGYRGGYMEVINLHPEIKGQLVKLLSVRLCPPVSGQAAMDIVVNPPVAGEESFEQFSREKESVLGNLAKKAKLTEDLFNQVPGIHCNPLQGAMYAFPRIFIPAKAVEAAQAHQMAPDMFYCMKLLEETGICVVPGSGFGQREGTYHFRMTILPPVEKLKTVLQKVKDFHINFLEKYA
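Fluorescence read-out: pyruvate from GPT2 turnover coupled to pyruvate oxidase, HRP and Amplex Red (0.2mM ThPP, 0.2U/mL PO and HRP, 50uM Amplex final). Substrates 250uM a-KG, 2mM L-alanine; enzyme 10ng/uL; 30 min RT.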
SNCA expr inhib: SNCA gene expression inhibition; AID 1671194; 140,000 tested, 0.17% active; Potency, µM (doses to about 57.2 µM), without a hit: at the highest dose activity change, negative = inhibition, hits mostly inhibitors; HEK-293 SNCA-luciferase knock-in, luminescence, 24 h;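 note: potency is the fitted concentration of half-maximal effect; plate controls were DMSO cells for no effect and cell-free wells for full effect; nearly all actives have a fitted effect of over 45% in size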
IP6K1 inh: blocks human inositol hexakisphosphate kinase 1. IP6K1 kinase, ADP-Glo luminescence, 2 h; stronger effect = lower value. activity change, % (series mostly up to about 58 µM). 140,000 tested, 0.81% active; in the data active = activity change below about -25%
Target sequence (Q92551 whole entry, looked up): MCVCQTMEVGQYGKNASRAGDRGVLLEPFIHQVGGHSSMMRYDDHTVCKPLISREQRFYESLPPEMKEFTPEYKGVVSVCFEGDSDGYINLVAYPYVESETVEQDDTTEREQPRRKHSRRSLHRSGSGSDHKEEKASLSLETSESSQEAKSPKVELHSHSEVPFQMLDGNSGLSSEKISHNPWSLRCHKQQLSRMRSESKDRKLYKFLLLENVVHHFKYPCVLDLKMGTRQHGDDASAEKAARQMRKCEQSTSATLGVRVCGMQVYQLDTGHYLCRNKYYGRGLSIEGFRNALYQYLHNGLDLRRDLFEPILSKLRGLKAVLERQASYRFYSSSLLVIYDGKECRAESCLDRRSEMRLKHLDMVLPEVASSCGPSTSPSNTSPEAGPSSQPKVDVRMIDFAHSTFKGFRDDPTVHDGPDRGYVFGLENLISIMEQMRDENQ
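ADP-Glo luminescence measures ADP made by human IP6K1 during a 2 h RT reaction with ATP/IP6 (mix at 1.3 mM/130 uM); top library doses 57.5 and 19.1 uM final.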
HEK cytotox: kills HEK 293 cells; HEK 293 viability, ATP luminescence (CellTiter-Glo), 48-72 h; Potency, µM (titrated, usually from 115 µM), for inactives: top-dose activity change, negative = cytotoxicity, actives largely listed as inhibitors; 94,000 tested, 6.6% active; note: potency is the fitted concentration of half-maximal effect; nearly all actives have a fitted effect of over 60% in size
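qHTS cytotoxicity; HEK 293, 250 cells/well; compound pinned; 48 or 72 hr, 37 degree Celsius, 5% CO2, 95% humidity; CellTiter-Glo, 10 min RT; luminescence (ATP).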
3T3 cytotox: cytotoxic compounds in NIH 3T3 cells | NIH 3T3 viability, CellTiter-Glo ATP luminescence, 48-72 h | AID 1345082 | 94,000 tested, 4.3% active | Potency, µM (doses to about 96.7 µM), for the others: top-dose activity change, negative = cytotoxicity, hits mostly inhibitors; note: potency is the fitted concentration of half-maximal effect; nearly all actives have a fitted effect of over 55% in size
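Cells were seeded at 400 per well, treated with pin-transferred compound, and kept 48 or 72 hr at 37 °C before CellTiter-Glo addition and luminescence imaging of cellular ATP.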
FLuc inh: Photinus pyralis luciferase inhibition; 76,000 tested, 2.5% active; Potency, µM (highest dose often 115 µM), for the others: at the top dose activity change, negative = inhibition, usual class: inhibitors; purified P. pyralis luciferase, luminescence, biochemical; AID 1347043; P08659; note: potency is the fitted concentration of half-maximal effect; nearly all actives have a fitted effect of over 65% in size
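Purified 10nM P. pyralis luciferase with 10uM D-luciferin and 10uM ATP in 50mM Tris acetate pH 7.5, 10mM Mg acetate, 0.01% Tween-20, 0.05% BSA. qHTS titration; luminescence read by CCD imager.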
* hit, by the source's call; i = inactive; ? = inconclusive; . = no result given; [ ] = remark or other dose. Unless noted, calls come from the whole dose curve; as a rule, active = well fitted curve in the direction sought with a large enough effect; inconclusive = small, poorly fitted or top-dose-only effect, or another doubt; inactive = no such curve, though single readings can be large; an effect the other way counts as inactive or inconclusive. Unless noted, % is set by controls: 0 for no effect and ±100 for the full control effect.

smiles	HEK293 viab	GPT2 inh	SNCA expr inhib	IP6K1 inh	HEK cytotox	3T3 cytotox	FLuc inh
COc1cccc(NC(=O)O[C@@H]2CC[C@]3(C)C(CC[C@@H](O)[C@H]3CC(=O)N3CCC[C@H]3CO)[C@]2(C)CO)c1 (some centres undefined)	-8%	?	22%	-10	1%	-1%	-1%
Cc1cc(N(C)Cc2ccccc2)n2nc(-c3ccc(C(C)(C)C)cc3)nc2n1	4%	.	2%	22	.	.	.
CCOc1ccc(NC(=O)c2c(NCc3cc(OC)c(OC)cc3OC)sc3c2CCCC3)cc1	-5%	.	2%	-30*	.	.	.
CCn1ccc(C(=O)N2CCC(Cc3ccc(C(=O)N4CCOCC4)cc3)CC2)n1	0%	i	0%	-11	3%	-2%	5%
O=C(NC1CCCCCCC1)C1CCCN(c2cnn(Cc3ccccc3)c(=O)c2)C1 (centres undefined)	?	i	-19%	12	?	?	0%
COCCN1Cc2nc(OCc3cccnc3)ccc2OCC1=O	-5%[87.6 µM]	5%[88.5 µM]	-21%[87.6 µM]	-13	-8%[172 µM]	?	-9%[172 µM]
CS(=O)(=O)N[C@H]1C[C@H]2C(=O)Nc3ccc(-c4ccc(F)cc4F)cc3C(=O)N2C1	-4%[87.6 µM]	1%[88.5 µM]	-9%[87.6 µM]	-4	?	?	-14%[172 µM]
Cc1ccc(NC(=O)N2CCCC2c2nncn2-c2ccccc2)c(Cl)c1 (centres undefined)	4%	i	3%	-11	-6%	-25%	-6%
O=C(c1cnccn1)N1CCC2(CC1)NC(=O)N(Cc1ccc(F)cc1)C2=O	10%	4%	-3%	-7	-2%	-22%	-6%
COc1ccc(CC(=O)N2c3ccccc3CC2c2nc(C(C)C)no2)cc1OC (centres undefined)	4%	-9%	70%[activator]	20	?	-19%	?
O=C1[C@@H]2C[C@@H](CN2C(=O)c2ccccc2)Oc2ccccc2N1CC1CC1	6%[87.6 µM]	1%[88.5 µM]	1%[87.6 µM]	-5	-20%[172 µM]	-22%[174 µM]	5%[172 µM]
Cc1oc(-c2cccc(Cl)c2)nc1CN1CCCC(C(=O)NCc2ccc(F)cc2)C1 (centres undefined)	10%	.	-5%	-13	.	.	.
O=c1[nH]c2cc(-c3nc(-c4cccnn4)no3)ccc2n1C1CCC(O)CC1 (centres undefined)	7%	i	42%[activator]	-5	?	-27%	2%
CCOC(=O)c1cc2c(=O)n3ccccc3nc2n(CCCOC)c1=NC(=O)c1c(-c2ccccc2Cl)noc1C	10%	.	-28%	-1	.	.	.
O=[S+]1([O-])NCC2(CCN(CC3CCOCC3)CC2)Oc2ncccc21	-12%	-1%	2%	8	i	i	.
O=C(NCC1CCOCC1)[C@@H]1C[C@@H](c2ccc(F)cc2)N([S+](=O)([O-])c2cccnc2)C1	2%	-5%	-17%	0	?	-22%	-1%
COc1cccc(CNC(=O)N2CC3CC(C2)[C@H]2CCCC(=O)N2C3)c1 (some centres undefined)	5%	-22%	-29%	10	10%	2%	-5%
CSc1ccccc1NC(=O)CCS(=O)(=O)c1nc(-c2cccs2)cc(C(F)(F)F)n1	-5%	.	-1%	-23	.	.	.
CCn1ncc(CN2CCCC23CCN(c2ccc(C(F)(F)F)cn2)CC3)c1C	-13%	i	17%	1	?	?	-5%
Cc1nn(Cc2ccccc2)c(C)c1[C@@H]1C=C[C@@H](NC(=O)c2ccco2)C1	-10%[87.6 µM]	1%[88.5 µM]	9%[87.6 µM]	-3	71µM*	?	-8%[172 µM]
CC(C)Oc1cccc2c1c(NC(=O)CCc1cc(=O)[nH]o1)nn2C	-1%	-20%	-12%	-8	1%	1%	1%
COc1ccc(CCCc2nnc(SCC(=O)Nc3cc(F)ccc3C)o2)cc1	-3%	.	-6%	24	.	.	.
Cc1cccc(NC(=O)N2CCC(Oc3ncccc3C(=O)N3CCCCC3)C2)c1C (centres undefined)	-6%	i	3%	14	4%	-8%	7%
Cc1cccc(NS(=O)(=O)c2ccc3c(c2)n(C)c(=O)n3C)c1C	-4%	.	7%	-2	.	.	.
Cc1ccc(-n2ncc3c(N4CCC(C)CC4)ncnc32)cc1C	7%	.	69%[activator]	4	.	.	.
CCOc1ccccc1NC(=O)CSc1nc(=O)[nH]c2c1CCCC2	-17%	.	10%	3	.	.	.
O=C(O)C1CC2(CCN(C(=O)c3ccccc3N3CCCC3)CC2)CN1 (centres undefined)	2%	-20%	26%	0	i	-1%	-9%
Cc1cc(C)n2nc(C)c(C(=O)N3CCCC(c4cccc(C(=O)O)c4)C3)c2n1 (centres undefined)	-4%	2%[11.5 µM]	-13%	-9	i	1%	3%
Cc1ccc(S(=O)(=O)Cc2noc([C@@H]3C[C@@H](O)CN3Cc3ccc(S(C)(=O)=O)cc3)n2)cc1	1%	-7%	1%	-1	-5%	?	-8%
CC(C)CC(=O)N1CCN(c2nnc3ccccn23)CC1	-7%	-1%	-12%	12	i	-10%	0%
COc1cccc(C(=O)NCC2CCCN(Cc3ccc(C)s3)C2)c1OC (centres undefined)	-17%	i	-30%	33	-8%	-3%	1%
CC(C)c1ccc(CC(=O)N2CCCc3ncc(C(=O)Nc4cccnc4)cc32)cc1	?	i	1µM*	-22	8.9µM*	2.8µM*	2%[172 µM]
O=C(O)COc1ccc(-c2nccc3c2C(=O)N(Cc2c[nH]c4ccccc24)CC(CNC(=O)Cc2ccccc2)O3)cc1 (centres undefined)	0%	2%	9%	13	-1%	?	-2%
CN(C)CCO[C@H]1C[C@@H](O)C12CCN(C(=O)c1ccc3c(c1)OCO3)CC2	3%	?	-16%	6	-4%	-14%	1%
CC(NC(=O)c1ccc(-c2ccccc2Cl)o1)c1ncnn1C (centres undefined)	-2%	-18%	34%[activator]	-20	-17%	-34%	?
C[S+](=O)([O-])N1CCN(CCn2nc3n(c2=O)CCCC3)CC1	.	.	.	-10	2%[172 µM]	-19%[138 µM]	.
Cc1cccc(-c2cnc3[nH]cc(CC(N)=O)c3c2)c1	3%[87.6 µM]	i	3%[87.6 µM]	-32*	?	?	-8%[230 µM]
O=C1NCCN1C1CCN(Cc2ccsc2)CC1	-2%[87.6 µM]	i	-14%[87.6 µM]	-8	i	3%[138 µM]	.
COc1cc(-c2[nH]ncc2CN2CCCCC2c2nccs2)cc(OC)c1OC (centres undefined)	3%	-8%	44%[activator]	3	?	?	?
Cn1c(CCC(=O)N2CC[C@@H](O)C2)nc2cc(S(=O)(=O)N3CCCC3)ccc21	2%	4%	-13%	-8	0%	-16%	-3%
COc1cccc(C(=O)N2CCCC2c2nc(C3CCOCC3)no2)c1 (centres undefined)	-12%	i	-1%	8	-1%	-10%	2%
CC(C)CNC(=O)CC1COCCN1C(=O)c1ccc2c(=O)n(C)cnc2c1 (centres undefined)	-6%	-2%	-30%	16	4%	0%	2%
Cc1nn(-c2ccccc2)c2c1C(C1CC1)N(C1CCN(Cc3ccc(C#N)cc3)CC1)C2=O (centres undefined)	.	.	.	6	2%	-9%	.
O=C(c1ccc(Br)o1)N1C[C@@H](CO)[C@H](c2ccncc2)C1	-3%	i	-14%	3	?	-13%	2%
CN(C)CC(=O)N1CC(F)(F)C[C@H]1c1nc(C2CC2)no1	0%	-7%	18%	-1	i	i	2%
Cc1cc(C)cc(NC(=O)c2cc3n(n2)CC(c2ccc(Cl)cc2)OC3)c1 (centres undefined)	-22%	i	?	-9	?	-39%	-14%
Cc1noc([C@@H](C)NC(=O)COc2ccccc2)c1C(=O)O	7%[87.6 µM]	-21%[88.5 µM]	25%[87.6 µM]	5	i	i	0%[172 µM]
COC(=O)C1=C[C@@H](O)[C@@H](O)[C@H](O[C@@H]2O[C@H](CO)[C@@H](O)[C@H](O)[C@H]2OC(=O)/C=C/c2ccccc2)C1	2%[23.9 µM]	i	.	22	.	.	.
CCOc1cc(=O)n2c(c1C(=O)Nc1ccc(F)cc1Cl)CCCC2	4%	i	2%	-12	?	3%	-1%
CC(C)c1noc(-c2cn(C3CCCN(C(=O)c4ccc(F)c(Cl)c4)C3)nn2)n1 (centres undefined)	-9%	-18%	5%	3	?	?	2%
Cn1cc([C@@H](NC(=O)CN2CCOc3ccccc3C2)C2CC(O)C2)cn1 (some centres undefined)	-5%	i	?	5	-1%	0%	0%
Cc1nn(-c2ccc(F)cc2)c(-n2cccc2)c1C(=O)NCCCN1CCN(c2cccc(Cl)c2)CC1	?	.	?	-5	.	.	.
Cc1cc(NS(=O)(=O)c2cn(C)c(C)n2)ccc1Br	0%	.	21%	-7	.	.	.
CCS(=O)(=O)N1CCc2cc(C(=O)Nc3cccc(Cl)c3C)ccc21	-16%	.	91%[activator]	16	.	.	.
O=C(Nc1cnc(-c2ccccc2)nc1)C1CCCC1	-10%	i	?	-7	?	-22%	1µM*
C[C@@H]1CN(C(=O)NCc2ccccc2F)CC[C@@]1(O)C1CCOCC1	8%	-11%	0%	3	i	0%	-3%
O=C(c1cccnc1)N1CCC(N2CC3CC(C2)[C@H]2CCCC(=O)N2C3)CC1 (some centres undefined)	7%	i	-4%	1	0%	i	1%

Screens deposited in PubChem BioAssay by National Center for Advancing Translational Sciences (NCATS).
